Granule exo inh = blocks lytic granule exocytosis; TALL-104 LAMP-1 surface exposure, flow cytometry; cells stimulated with thapsigargin and PMA; inhibition, % at 10 µM; 360,000 compounds, 0.66% hits; AID 651702;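 active means inhibition above about 55%, limit read from the data; inconclusive means no clear call, values can overlap the other calls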
NOD2 RIPK2 PPI = blocks binding of human NOD2 to RIPK2 | inhibition, % at 4.98 µM | 360,000 compounds, 0.38% hits | CHO BLA complementation NOD2-RIPK2, CCF4 ratio; in the data active means inhibition above about 21%;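 further: 0% = vehicle only and 100% = reference blocker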
Target sequence (O43353 whole entry, looked up): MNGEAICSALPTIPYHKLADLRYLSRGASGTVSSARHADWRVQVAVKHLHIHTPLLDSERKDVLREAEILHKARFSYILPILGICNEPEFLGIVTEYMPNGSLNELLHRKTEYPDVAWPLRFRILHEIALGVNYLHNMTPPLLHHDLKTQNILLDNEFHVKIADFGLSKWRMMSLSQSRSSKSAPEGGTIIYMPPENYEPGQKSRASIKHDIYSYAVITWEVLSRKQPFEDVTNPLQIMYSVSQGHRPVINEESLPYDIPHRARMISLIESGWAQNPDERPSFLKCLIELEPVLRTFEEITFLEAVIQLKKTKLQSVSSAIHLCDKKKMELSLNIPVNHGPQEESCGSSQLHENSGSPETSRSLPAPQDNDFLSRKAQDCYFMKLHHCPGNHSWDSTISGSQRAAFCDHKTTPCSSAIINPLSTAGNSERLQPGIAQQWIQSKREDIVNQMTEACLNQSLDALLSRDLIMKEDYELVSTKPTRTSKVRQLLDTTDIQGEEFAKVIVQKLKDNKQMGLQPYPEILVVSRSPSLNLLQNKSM
Vif imaging = inhibitors of HIV Vif | inhibition, % at 7.49 µM | 340,000 compounds, 0.35% hits | HEK293T cells, Vif self-association by quenched fluorescence, imaging, 24 h; in the data active means inhibition above about 50%, passing the limit was not always enough; inconclusive means no clear call, values can overlap the other calls; inactive means below about 31%; further: some results filed as inactive read as strong as hits
MC4R antagonist = blocks human MC4R cAMP signaling. inhibition, % at 6.5 µM. MC4R-expressing cells, MTII-stimulated cAMP, LANCE TR-FRET. AID 540295. 360,000 compounds, 0.48% hits;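 active means inhibition above its plate's cutoff, the mean of tested wells on that plate plus 3 SD, cut at about 29% in these data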;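 further: 0% = Melanotan II alone and 100% = Melanotan II plus saturating MCL0020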
Target sequence (P32245 whole entry, looked up): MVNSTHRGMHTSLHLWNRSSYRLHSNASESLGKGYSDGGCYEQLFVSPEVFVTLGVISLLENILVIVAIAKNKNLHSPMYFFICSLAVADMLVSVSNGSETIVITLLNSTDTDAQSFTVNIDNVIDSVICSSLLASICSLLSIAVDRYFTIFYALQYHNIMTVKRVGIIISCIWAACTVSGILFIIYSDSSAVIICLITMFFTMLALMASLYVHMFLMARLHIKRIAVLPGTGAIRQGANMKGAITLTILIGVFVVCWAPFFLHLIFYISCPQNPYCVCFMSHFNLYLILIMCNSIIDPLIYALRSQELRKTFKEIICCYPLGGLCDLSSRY
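system = U2OS cells with stable human MC4R expression | also added = Melanotan II challenge after compound preincubation | dosing = one concentration, 6.5 µM nominal | incubation = compound 30 min, challenge 1 h, detection 1 h | measured by = TR-FRET with Eu-cAMP and labeled anti-cAMP, 671 nm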
TLR9-MyD88 block = inhibitors of human TLR9-MyD88 binding | inhibition, % at 4.98 µM | Q9NR96+Q99836 | CHO BLA complementation TLR9-MyD88, CCF4 FRET ratio | 340,000 compounds, 0.21% hits;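 active means inhibition above the mean over all tested compounds plus 3 SD, cut at about 21% in these data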;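 further: 0% = DMSO only wells and 100% = clavulanate BLA inhibitor control wells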
MC4R ag barr = agonists of human melanocortin 4 receptor (MC4R) beta-arrestin. U2OS MC4R beta-arrestin complementation, luminescence; percent of melanotan II response, DMSO zero. activation, % at 8.9 µM. 360,000 compounds, 0.98% hits;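 active means activation above a per-plate cutoff, the mean activation of sample wells on that plate plus 3 SD, cut at about 8% in these data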
aDG glyco act = alpha-DG glycosylation activation. Pro5-aDG cells, alpha-DG glycosylation AlphaScreen (IIH6); 0% Pro5, 100% B10-LARGE cell signal. activation, % at 10 µM. 360,000 compounds, 0.22% hits. AID 624168;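 active means activation of at least 8% versus controls, or a plate z-score of at least 8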;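 further: Pro5 are CHO cells carrying HIG-tagged alpha-DG that lacks glycosylation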
Glyco luc inh = blocks N-linked glycosylation in D54 reporter cells; 360,000 compounds, 0.23% hits; reporter increase, % at 12.5 µM; AID 588692; D54 ERlucT glycosylation luciferase reporter, 24 h; percent of 100 nM tunicamycin response;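 active means mean luciferase reporter signal, scaled so untreated is 0 and the glycosylation-blocking control 100, at or above a set limit in every replicate; inconclusive means mean reaches the limit but not every replicate does; inactive means mean below the limit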;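 further: luciferase carries N-glycosylation sites so blocking glycosylation raises the light; 0% = median of neutral control wells and 100% = median of 100 nM tunicamycin wells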
ABCB6 inh MLPCN = human ABCB6 transporter inhibition | Q9NP58 | K562-ABCB6 porphyrin accumulation, flow cytometry, 1 h; active compounds read low | fluorescence ratio to DMSO, % at 10 µM | 360,000 compounds, 0.19% hits;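 active means fluorescence ratio to DMSO below 75%, the collection mean minus 3 SD; inconclusive means too few cells collected in the well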;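 further: signal is porphyrin accumulated inside mitochondria; 100% equals median channel fluorescence of DMSO control wells; lower ratio means ABCB6 inhibition with less porphyrin fluorescence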
ABHD5-PLIN5 inh = blocks binding of human ABHD5 to perilipin-5; Q00G26+Q8WTS1; inhibition, % at 4 µM; AID 602281; 360,000 compounds, 0.78% hits; Split G. princeps luciferase complementation, luminescence, 4 h;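 active means inhibition above the mean inhibition across every tested compound plus 3 SD, cut at about 22% in these data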;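 further: 0% = DMSO only wells and the 100% control is not disclosed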
Starred values were filed as active, the others as inactive; ? = inconclusive; / = no result given.

SMILES	Granule exo inh	NOD2 RIPK2 PPI	Vif imaging	MC4R antagonist	TLR9-MyD88 block	MC4R ag barr	aDG glyco act	Glyco luc inh	ABCB6 inh MLPCN	ABHD5-PLIN5 inh
CCCNC(=O)CN1C(=O)COc2ccc(S(=O)(=O)N3CC(C)CC(C)C3)cc21 (stereo unspecified)	-2.5	-9.1	-8.5	8.6	-14.3	-3.0	0.3	3.8	97.0	2.6
CSc1nc(-c2ccccc2)nc2c1COC(C)(C)C2	0.4	-2.0	-0.3	2.6	-1.5	0.4	-0.1	1.9	76.0	-1.4
COC(=O)c1ccc(NC(=O)CSc2nnc(Cc3cccn3C)n2-c2ccc(F)cc2)cc1	-0.8	-11.4	-6.8	11.5	-17.7	-0.7	0.0	1.1	105.0	-1.0
Cn1cc(P(=O)(N2CCOCC2)N2CCOCC2)cc1P(=S)(N1CCOCC1)N1CCOCC1	4.8	6.1	3.5	-5.2	4.0	-2.8	-0.4	3.7	98.0	-13.2
Cc1nn(C)cc1CNC(=O)Nc1ccc(Cl)c(Cl)c1	2.6	-19.6	-9.2	4.8	0.5	0.0	0.1	-2.5	103.0	-6.3
NC(=O)N1CC(O)CC1C(=O)Nc1ccc(Cl)c(Cl)c1 (stereo unspecified)	-5.3	-4.5	4.5	9.5	9.2	0.2	-0.2	1.1	99.0	9.1
O=C(COc1ccc(-n2ccnc2)cc1)Nc1cccc(F)c1	-3.5	-6.6	-11.2	-0.7	5.0	2.6	-0.1	0.5	92.0	17.5
Cc1nnc(NC(=O)C2CCCN2C(=O)Nc2ccccc2)s1 (stereo unspecified)	2.8	-1.1	-4.7	0.2	1.7	1.0	0.1	0.1	90.0	-4.8
Cn1ccc2c(-c3ccc(F)cc3)cc3c(c21)C1CCC3C1 (stereo unspecified)	1.2	-7.6	/	/	/	/	0.0	1.0	100.0	-5.8
CN1C(=O)N(C)C2CC1N(C)C(=O)N2C	0.3	-1.1	11.1	9.6	8.2	1.2	0.1	0.8	101.0	3.9
C/C(=N\Nc1ncc(Cl)cc1Cl)c1ccc(S(=O)(=O)NCc2ccco2)cc1	1.5	-9.8	4.6	-0.9	-10.3	-2.1	0.1	-1.6	94.0	-7.6
Cc1ccc(C)c(N2CCN(C(=O)CN(C)S(=O)(=O)c3ccc4c(c3)CCC(=O)N4)CC2)c1	0.0	1.3	-8.2	15.9	-7.0	0.3	0.1	-3.2	98.0	-0.2
O=C(NCc1ccccc1)c1ccc(Cl)cc1[N+](=O)[O-]	0.0	11.3	/	1.9	0.4	-1.0	0.1	4.0	96.0	1.8
CC(C)CC(=O)NC(=S)Nc1ccc(CN2CCOCC2)cc1	4.7	11.4	6.0	7.2	3.1	0.8	-0.1	-2.1	101.0	-9.0
COC(=O)C1(Cc2cc(-c3ccc(Cl)cc3)no2)CCN(C(=O)OC(C)(C)C)CC1	0.3	-6.3	2.7	-0.7	0.8	1.8	0.2	-0.7	93.0	10.1
Cc1ccc(/C=N/NC(=O)CN2CCN(Cc3ccccc3)CC2)o1	-1.7	-2.0	-0.6	4.2	-12.5	-1.7	-0.1	-2.7	104.0	-1.6
CN(C(=O)COC(=O)/C=C/c1ccccc1[N+](=O)[O-])c1ccccc1	-4.0	-3.0	15.7	8.8	-5.1	1.5	0.1	0.1	99.0	1.2
COC(=O)[C@]12CCCCC=C1N(Cc1cccc3ccccc13)C(=O)[C@H](CC(=O)N1CCSCC1)C2	-1.3	-0.5	/	/	/	/	-0.3	/	93.0	3.1
COc1ccc2c(c1)c1nc3ccccc3nc1n2CC(=O)OC(C)C	-3.2	-11.7	3.4	3.9	-1.4	1.8	-0.2	-8.8	92.0	2.6
Oc1ccc(CNC2CCCCC2)cc1	1.2	0.9	-1.8	0.1	8.4	-1.1	0.1	-3.3	97.0	5.8
O=C(O)Cn1c(=O)c(-c2ccccc2)nc2ccccc21	-4.3	2.9	-5.5	20.7	-16.6	0.8	0.0	0.0	100.0	3.6
Cc1ccc2cn[nH]c2c1[N+](=O)[O-]	-1.5	-10.0	-7.3	-2.4	13.1	-1.7	0.0	2.3	100.0	-3.2
COc1ccc(CNC(=O)C[C@H]2C[C@H](C(=O)N3CCOCC3)[C@@]3(C)c4[nH]c5ccc(Cl)cc5c4CCN3C2=O)cc1OC	13.8	-7.0	-11.5	0.6	-0.5	-0.2	0.0	3.3	96.0	4.7
CN1CC=C2C(C#N)=C(N)C(C#N)(C#N)C(c3cccc(Cl)c3Cl)C2C1 (stereo unspecified)	-3.3	9.3	-1.0	4.3	-8.7	-1.2	-0.1	-2.7	102.0	-12.8
CCOc1ccc(CCNS(=O)(=O)c2ccc3c(c2)NC(=O)CC(=O)N3)cc1OCC	-2.0	5.4	-5.3	-8.1	4.2	2.1	-0.4	-1.5	100.0	0.0
Additional entries follow.
SMILES	Granule exo inh	NOD2 RIPK2 PPI	Vif imaging	MC4R antagonist	TLR9-MyD88 block	MC4R ag barr	aDG glyco act	Glyco luc inh	ABCB6 inh MLPCN	ABHD5-PLIN5 inh
CC(C)(C)C(=O)/C(C#N)=C/c1ccc(O)cc1	-1.5	-19.2	4.0	-9.2	/	0.0	-0.1	-0.7	92.0	7.4
CC1CC(OC(=O)C2CCN(S(=O)(=O)c3ccc(F)cc3)CC2)C(=O)O1 (stereo unspecified)	-5.4	3.3	6.4	21.3	-1.5	-3.5	-0.2	1.9	98.0	1.9
O=C(NNC(=S)Nc1ccc(Br)cc1)c1cccnc1	2.2	-7.0	12.6	10.0	5.0	-3.2	-0.1	3.4	101.0	-2.2
CC1CC(C)CN(C(=O)CSc2ccsc2[N+](=O)[O-])C1 (stereo unspecified)	-1.2	0.6	-1.7	-2.3	-2.4	0.2	-0.1	-1.6	96.0	3.2
CCCN1C(=O)c2ccccc2NC1c1ccc(OC)cc1OC (stereo unspecified)	-1.1	2.1	?	2.7	2.0	0.3	0.0	0.5	98.0	-0.2
CN(C)S(=O)(=O)n1ccnc1	-3.1	5.6	4.0	2.4	2.2	-1.4	0.1	3.0	91.0	1.5
Cc1ccc(-c2c(NC(=O)c3ccco3)oc3ccccc3c2=O)cc1	0.4	0.2	0.5	-0.4	4.0	-0.7	0.4	-2.3	101.0	6.0
Cc1cc(=O)[nH]c2ccc(Cl)cc12	-2.7	-0.7	/	-0.9	-1.1	-1.0	0.1	2.6	96.0	-6.2
CCCNS(=O)(=O)c1ccc(OCC(=O)Nc2ccc3c(c2)OCO3)cc1	-0.3	0.8	12.0	-0.2	2.3	-2.0	0.0	0.9	96.0	0.2
NC(=O)c1sc(=S)n(-c2ccc(Br)cc2)c1N	-3.6	10.6	-4.3	11.6	3.6	-0.5	0.1	-3.4	104.0	-10.8
CCn1c(COc2ccccc2C(N)=O)nc2ccccc21	0.7	-6.4	-0.4	-6.2	0.3	0.3	-0.1	-0.6	106.0	2.6
O=C(O)COc1ccc(/C=C/c2nc(-c3ccccc3O)n[nH]2)cc1	7.9	3.0	0.4	3.9	5.7	-0.9	0.0	2.1	103.0	-3.7
COc1ccc(C(=O)NCc2ccncc2)cc1S(=O)(=O)NCc1ccc(Cl)cc1	3.4	-2.2	27.0	-5.6	-9.8	-0.8	0.0	-2.3	95.0	1.6
OCC1OC(n2cnc3c(NC4CCCC4)ncnc32)C(O)C1O (stereo unspecified)	0.5	-13.9	?	14.2	10.4	-0.4	-0.2	2.4	97.0	0.5
O=C(CSc1nc2ccsc2c(=O)n1CC1CCC(C(=O)O)CC1)c1ccc(Cl)cc1 (stereo unspecified)	0.9	-2.2	2.0	11.0	2.8	-2.2	-0.1	2.3	95.0	0.8
COc1ccccc1N1CCN(CCC(=O)Nc2cccc(F)c2)CC1	8.6	1.6	0.4	-0.5	-10.9	-2.2	0.0	0.3	101.0	-0.6
O=C(CCNc1cc(Cl)cc(Cl)c1)c1cccs1	-1.4	-0.3	2.5	-5.9	-15.2	-0.5	0.4	-4.4	95.0	-3.5
COCCN1Cc2cccc(C(=O)Nc3c(C)cc(C)cc3C)c2C1=O	0.6	-5.9	16.7	2.3	-6.5	1.4	1.4	-0.6	96.0	8.6
COc1cc(-c2nnc(COc3ccc4ccccc4c3)o2)cc(OC)c1OC	-2.2	-5.0	1.9	0.8	-1.1	-0.2	0.6	4.7	93.0	2.4
NC(=S)N/N=C/c1ccc(-c2ccccc2)o1	91.0*	-0.1	-5.3	0.7	6.0	-4.4	0.1	-1.1	101.0	-1.5
C=CCNC(=O)c1c(-c2c(F)cccc2Cl)noc1C	0.6	-0.1	23.1	9.1	-4.0	1.2	0.2	0.8	90.0	7.6
Cc1cccc(C(=O)c2cccc(C)c2)c1	12.3	3.7	-0.3	12.9	-7.4	5.5	-0.1	-0.4	95.0	0.8
COCCCNC(=O)C(=O)NC1CCCCC1C (stereo unspecified)	10.6	0.3	6.5	10.3	-3.5	-0.4	-0.1	-1.0	92.0	4.0
CCCCn1c(N)c(N(CC)C(=O)CSc2nnc(-c3ccco3)n2CC)c(=O)[nH]c1=O	-2.0	2.3	6.3	0.6	-4.2	0.3	0.1	3.6	104.0	2.2
CCCc1nc(NCc2ccccc2)c(C#N)c2c1CCCC2	1.4	-4.6	25.7	4.8	0.1	-0.5	-0.2	-3.3	102.0	-6.9
New compounds follow
SMILES	Granule exo inh	NOD2 RIPK2 PPI	Vif imaging	MC4R antagonist	TLR9-MyD88 block	MC4R ag barr	aDG glyco act	Glyco luc inh	ABCB6 inh MLPCN	ABHD5-PLIN5 inh
Cc1ccc(-n2c(N)c(C(=O)Nc3ccccc3F)sc2=S)cc1C	-5.9	4.2	3.9	3.6	-4.4	-0.8	0.0	-3.2	103.0	4.6
Cc1oc(-c2cccc(Cl)c2)nc1CS(=O)(=O)CC(=O)NCc1ccco1	5.9	-3.4	-9.6	6.9	2.4	-2.6	0.0	2.2	97.0	5.7
CN(Cc1ccco1)c1ncnc2ccc(-c3ccoc3)cc12	6.2	-1.2	-3.9	16.8	-6.8	-1.4	0.6	-2.8	99.0	13.7
O=C(Nc1cccc(-c2csc(Nc3ccccc3)n2)c1)c1ccccc1	-1.0	3.9	-10.7	22.2	-4.4	1.7	0.0	-1.3	97.0	-4.6
CN(C(=O)C1CCN(S(=O)(=O)c2ccccc2)CC1)c1c(N)n(Cc2ccccc2)c(=O)[nH]c1=O	11.9	5.3	-12.2	17.9	-12.6	0.6	-0.1	1.3	95.0	7.8
O=C1SC(SCc2ccccc2)=N/C1=C\c1ccc(C(=O)O)cc1	-1.5	-9.8	-0.6	-2.1	-10.6	0.5	-0.1	0.6	98.0	-5.2
COC(=O)[C@H](C)NC(=O)/C=C/c1ccc(OC)cc1	-4.4	-3.2	23.0	19.2	-7.8	-1.2	0.1	-0.3	103.0	0.7
Cn1cc([N+](=O)[O-])c(C(=O)NCC(=O)O)n1	-1.1	-4.0	-1.4	-4.7	4.2	1.5	0.3	0.0	99.0	8.3
CCOc1cc(C2NC(=O)c3ccccc3O2)ccc1OC (stereo unspecified)	3.0	-2.1	5.4	6.4	-4.2	-0.3	0.1	2.1	100.0	-1.6

Some of the compounds tested; count on the stated rates, not on these rows.
